Spn PMK inh – blocks S. pneumoniae phosphomevalonate kinase; purified PMK, PK/LDH-coupled NADH absorbance 340 nm; actives 0.49% (n = 65,000); inhibition, % at 10 µM;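 active means top-ranked compounds by inhibition in the single 10 µM screen, taking a fixed number of the strongest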;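 further: 0% = full reaction with DMSO carrier and 100% = background rate without enzyme reaction; no value below 0 was filed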
Bfl-1 inhibitors – displacement of Bid BH3 peptide from Bfl-1 – biochemical, fluorescence polarization, FITC-Bid, mouse, primary screen (AID 432); actives 0.02% (n = 64,000); displacement, % at 20 µM, or IC50 in µM where a hit was titrated; FITC-Bid BH3 peptide fluorescence polarization displacement; higher % means a stronger effect; in the data active means a potency from the dose series; inactive means the rest, 99 in 100 with displacement below about 15%; further: strong numbers were not always called active
KRASV12 cytotoxicity – cytotoxicity in KRAS-transformed pancreatic duct cells, primary screen, cell-based, fluorescence, HTS (AID 431); cytotoxicity, % at 10 µM; hits with a dose series show EC50 in µM; actives 1.7% (n = 63,000); HPDE-C7K KRASV12 cells, Alamar Blue viability, 48 h; higher % means a stronger effect;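 active means compounds whose percent cytotoxicity in the single-dose primary screen, scaled between solvent and toxic-drug controls, exceeds 50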;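 further: 0% = DMSO solvent wells and 100% = doxorubicin-treated wells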
DPM-DC inhibit – blocks S. pneumoniae diphosphomevalonate decarboxylase | actives 0.49% (n = 65,000) | calls only at 10 µM | AID 556 | purified DPM-DC, PK/LDH coupled NADH fluorescence;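 active means the 320 compounds with the highest percent inhibition in the single-dose primary screen, excluding strongly autofluorescent ones, cut at about 32% in these data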;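 further: kinetic rate of NADH fluorescence loss reporting ADP formed by the decarboxylase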
TNAP inhibition – inhibition of tissue-nonspecific alkaline phosphatase – biochemical, luminescent (AID 518). purified TNAP enzyme, luminescent substrate readout; higher % means a stronger effect. one-dose inhibition, % at 20 µM; IC50 in µM for titrated hits. actives 0.09% (n = 64,000); in the data active means a potency from the dose series; inactive means the rest, 99 in 100 with inhibition below about 22%;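 further: plate controls were vehicle for no effect and reference inhibitor for full effect; many of its hits are not listed in these tables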
Spn MK inh – S. pneumoniae mevalonate kinase inhibition; inhibition, % at 10 µM; purified MK, PK/LDH-coupled NADH absorbance 340 nm; actives 0.48% (n = 65,000);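 active means ranked among the strongest by inhibition in the single 10 µM screen, a fixed top-ranked set picked for dose follow-up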; further: no value below 0 was filed
LYP phosphatase – LYP phosphatase inhibitors, primary screen, biochemical, DiFMUP fluorescence, recombinant catalytic domain, 10 µM (AID 606) | recombinant LYP catalytic domain, DiFMUP fluorescence; higher % means a stronger effect | inhibition, % at 10 µM, or IC50 in µM where a hit was titrated | 52,000 tested, under 10 active;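 active means IC50 under 40 µM in the dose-response test; inactive means IC50 of 40 µM or more, or never dose-tested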
HPDE-C7 cytotoxicity – cytotoxicity in HPDE-C7 cells, cell-based, fluorescence, HTS (AID 430) | cytotoxicity, % at 10 µM, or EC50 in µM where a hit was titrated | HPDE-C7 pancreatic duct cells viability, fluorescence; higher % means a stronger effect | actives 1.8% (n = 63,000);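 further: cells exposed to compound for 48 hours before viability readout; 0% = vehicle and 100% = reference cytotoxic drug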
HT1080 cytotoxicity – cytotoxicity in HT1080 fibrosarcoma cells, cell-based, fluorescence readout (AID 620); actives 0.42% (n = 87,000); cytotoxicity, % at 10 µM; hits with a dose series show EC50 in µM; HT1080 viability, fluorescence; higher % means a stronger effect;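 further: cells exposed to compound overnight then 4 h with Alamar Blue; 0% = vehicle DMSO and 100% = killing control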
Spn PMK inh pilot replicates – recorded beside Spn PMK inh, whose call it bears; inhibition, %; measured here: pilot screen replicates
Spn MK inh pilot replicates – also measured in Spn MK inh; calls as there; inhibition, %; measured here: pilot screen replicates
DPM-DC inhibit pilot screen % – further read-out of DPM-DC inhibit, marked with its call; inhibition, %; measured here: pilot screen trials
* hit, by the source's call; i = inactive; . = not tested or not shown. Unless noted, no stated cut-off is given here; in the data, active means cytotoxicity above about 50%; inactive means the rest.

SMILES | Spn PMK inh | Bfl-1 inhibitors | KRASV12 cytotoxicity | DPM-DC inhibit | TNAP inhibition | Spn MK inh | LYP phosphatase | HPDE-C7 cytotoxicity | HT1080 cytotoxicity | others
COc1ccc(S(=O)(=O)N2CCN(S(=O)(=O)c3ccc4c(c3)OCCO4)CC2)cc1C | 16 | -9% | 2% | i | 14% | 9 | 13% | -4% | . | Spn PMK inh pilot replicates=1.5;Spn MK inh pilot replicates=0.0;DPM-DC inhibit pilot screen %=1.0
COc1ccc(NC(=O)C2CC(c3ccc(OC)c(OC)c3)=NO2)cc1OC (stereo not given) | 16 | -7% | -1% | i | 6% | 7 | -18% | -7% | 2%
O=C(NC12CCC(O)C(SC1)/C2=N/O)c1ccccc1 (stereo not given) | 1 | -2% | -6% | i | 8% | 0 | -2% | -15% | 18%
O=C(CN1CCN(c2nc(-c3ccc(Cl)cc3)cs2)CC1)NCc1ccco1 | 9 | -17% | 6% | i | 22% | 3 | 0% | -6% | -1% | Spn PMK inh pilot replicates=1.5;Spn MK inh pilot replicates=0.0;DPM-DC inhibit pilot screen %=0.5
Cc1cccc2cc(CN(Cc3cccnc3)C(=O)c3ccncc3)c(=O)[nH]c12 | 7 | -4% | -2% | i | 6% | 0 | 13% | -1% | -1%
CC1CCN(CCc2nc3cc(NC(=O)Nc4ccccc4)ccc3n2C)CC1 | 7 | -4% | 32% | i | -5% | 4 | -9% | 26% | 27%
O=C(CSc1nnnn1-c1ccccc1)Nc1ncc2c(n1)CC(c1ccco1)CC2=O (stereo not given) | . | 0% | 0% | . | 14% | . | 7% | 0% | -2%
Cc1nc(NCc2ccc3c(c2)OCO3)c2nnn(Cc3ccccc3)c2n1 | 17 | -2% | -18% | i | 7% | 3 | 8% | -12% | 8%
CCn1c(CNC(=O)c2ccco2)nnc1SCC(=O)Nc1cc(C(F)(F)F)ccc1Cl | 8 | 0% | . | i | 9% | 10 | 6% | . | 4%
O=C(Nc1ccc2nc(-c3ccco3)[nH]c2c1)c1cccs1 | 13 | 8% | 12% | i | 6% | 12 | 3% | 8% | 12%

Sorted by length of the SMILES (low to high): some entries from above
SMILES | Spn PMK inh | Bfl-1 inhibitors | KRASV12 cytotoxicity | DPM-DC inhibit | TNAP inhibition | Spn MK inh | LYP phosphatase | HPDE-C7 cytotoxicity | HT1080 cytotoxicity | others
O=C(Nc1ccc2nc(-c3ccco3)[nH]c2c1)c1cccs1 | 13 | 8% | 12% | i | 6% | 12 | 3% | 8% | 12%
Cc1cccc2cc(CN(Cc3cccnc3)C(=O)c3ccncc3)c(=O)[nH]c12 | 7 | -4% | -2% | i | 6% | 0 | 13% | -1% | -1%
CCn1c(CNC(=O)c2ccco2)nnc1SCC(=O)Nc1cc(C(F)(F)F)ccc1Cl | 8 | 0% | . | i | 9% | 10 | 6% | . | 4%

The list goes on:
SMILES | Spn PMK inh | Bfl-1 inhibitors | KRASV12 cytotoxicity | DPM-DC inhibit | TNAP inhibition | Spn MK inh | LYP phosphatase | HPDE-C7 cytotoxicity | HT1080 cytotoxicity | others
O=C(Nc1ncccn1)C1CCCN1S(=O)(=O)c1ccc(Cl)c(Cl)c1 (stereo not given) | 0 | -3% | -5% | i | 4% | 1 | 17% | -14% | 3%
O=C(NC(Cc1c[nH]c2ccccc12)C(=O)O)c1ccccc1 (stereo not given) | 13 | 1% | -3% | i | 7% | 0 | -16% | 0% | -4%
CCCn1cnc2c(c1=O)c1nc3ccccc3nc1n2CCC1=CCCCC1 | 11 | -3% | -11% | i | 26% | 11 | 17% | -11% | -4%
N=c1c[n+](-c2ccc(Cl)cc2)[n-]o1 | 9 | -9% | 7% | i | 9% | 9 | 2% | 9% | 3%
Cc1ccc(SCc2cc(=O)[nH]c(N3CCCCC3)n2)cc1 | 9 | -7% | -2% | i | 11% | 7 | . | -10% | 1%
CCCC(=O)Nc1nn(C)c2nc3c(C)cccc3cc12 | 2 | -3% | -20% | i | 8% | 4 | . | -21% | 14%
O=C(COc1ccccc1)NCc1ccc2c(c1)OCO2 | 9 | 3% | -17% | i | 1% | 4 | . | -14% | -1%
CCCc1cc(C(N)=O)c(NC(=O)c2ccco2)s1 | 3 | -1% | -9% | i | 11% | 8 | . | -1% | 2% | Spn PMK inh pilot replicates=1.5;Spn MK inh pilot replicates=0.0;DPM-DC inhibit pilot screen %=0.0
O=C1CC(N2CCC(O)(c3ccc(Cl)cc3)CC2)C(=O)N1Cc1ccc(N2CCCC2=O)cc1 (stereo not given) | 0 | 4% | -11% | i | 16% | 1 | -1% | -11% | -7%
Cc1cc(C(F)(F)F)c2c(C)nn(CCc3nn[nH]n3)c2n1 | 2 | 0% | 2% | i | 12% | 9 | 9% | -2% | 1% | Spn PMK inh pilot replicates=0.0;Spn MK inh pilot replicates=0.0;DPM-DC inhibit pilot screen %=10
C=CCn1c(-c2cc(OC)cc(OC)c2)n[nH]c1=S | 17 | 5% | -3% | i | 19% | 13 | 4% | -4% | -15%
Cc1ccc2c(c1)NC(=O)C(CC(=O)NCCCN1CCCC1)O2 (stereo not given) | 0 | 2% | -4% | i | 5% | 7 | 0% | -5% | -6%
CCOc1ccc(S(=O)(=O)n2cnc3cc(C)c(C)cc32)cc1 | 17 | -3% | 22% | i | 6% | 6 | 16% | 9% | 7%
COCCCn1c2nc3ccccc3nc2c2c(=O)n(CC3CCCO3)cnc21 (stereo not given) | 0 | 3% | 8% | . | -2% | 13 | . | 3% | 1%
CC(=O)Cc1nsc(NC(=O)c2ccc(-c3cccc(C(F)(F)F)c3)o2)n1 | 10 | 5% | 38% | i | 9% | 9 | 2% | 44% | -4%
Cc1cc(C)nc(N2CCC(C(=O)NCc3ccco3)CC2)n1 | 16 | -2% | -17% | i | 7% | 0 | 6% | -4% | 9%
COc1c(C)cc(Br)cc1C(=O)Nc1cccc(-c2nc3ncccc3o2)c1 | 6 | -6% | 48% | i | 12% | 5 | 1% | 47% | 0%
CC1(C)CC(=O)C(C=NCCN2CCN(CCCCS(=O)(=O)O)CC2)=C(O)C1 | 17 | -1% | -6% | i | 8% | 0 | . | 5% | -14%
CC1CCCCN1C(=O)Cn1c(=O)n(C2CCCCC2)c(=O)c2ccccc21 (stereo not given) | 12 | 3% | -6% | i | 3% | 0 | 14% | -8% | 2%
O=C(Cc1ccc2c(c1)OCCO2)c1c(O)cc(O)cc1O | 3 | 0% | 63%* | i | 13% | 6 | 4% | 61%* | 5%
CC1CCCN(C(=O)c2cc(F)c(F)cc2Cl)C1 (stereo not given) | 7 | -3% | 4% | i | 15% | 7 | 10% | -2% | -8% | Spn PMK inh pilot replicates=3.5;Spn MK inh pilot replicates=0.0;DPM-DC inhibit pilot screen %=0.0
CCOC(=O)Oc1ccc2oc(=O)cc(C)c2c1 | 2 | -4% | 10% | i | 0% | 9 | 7% | 4% | 2%
COc1ccc(CCN2CC3=C(C2=O)C(c2ccccc2)NC(=O)N3C)cc1OC (stereo not given) | 6 | 5% | -10% | i | 9% | 7 | . | -14% | -6%
Cc1ccc(OC(=O)c2ccc(C)c(C)c2)cn1 | 17 | 0% | -11% | i | 3% | 0 | . | -13% | -4%
CCOC(=O)C1CCN(Cc2ccc(N(C)C)cc2)CC1 | 0 | -4% | -10% | i | 13% | 43* | . | -10% | 6%
O=C(O)c1c2c(nc3ccc(S(=O)(=O)N4CCC(C(=O)NC5CCCC5)CC4)cc13)CCCCC2 | 3 | 4% | 0% | i | 12% | 6 | -7% | 0% | -4%
CCN(CCNC(=O)C1CCCN(S(=O)(=O)c2cnc[nH]2)C1)c1ccccc1 (stereo not given) | 6 | 11% | -9% | i | 3% | 10 | -5% | 20% | -5%
CC1=C(C(=O)Nc2ccccc2)C(c2ccncc2)n2nnnc2N1 (stereo not given) | 5 | 1% | 2% | i | 4% | 2 | . | -2% | 5%
Cn1c(SCCS(=O)(=O)c2ccc(Cl)cc2)nnc1-c1ccccc1 | 12 | -3% | 3% | i | 12% | 0 | 11% | -2% | -5%
COc1ccc(C(=O)N(Cc2nc(-c3ccc(C)cc3)no2)C(C)C)cc1OC | 8 | -11% | 9% | i | 2% | 4 | -4% | 9% | 0%
CCCCN(CC)CCNC(=O)Cn1cnc2sc(C)c(S(=O)(=O)N3CCOCC3)c2c1=O | 6 | 20% | 8% | i | 2% | 6 | 0% | 0% | 1%
Cc1ccc(-c2nc(COC(=O)c3c(C)noc3C)cs2)cc1 | 14 | -1% | 1% | i | 7% | 7 | . | -7% | -6%
Nc1nnc(SCC(=O)NC2CCCCC2)n1-c1ccccc1 | 10 | -3% | 5% | i | 8% | 15 | 14% | 6% | 5%
COc1ccc(-c2cc(C(=O)O)[nH]n2)cc1OC | 8 | -8% | 5% | i | 10% | 11 | . | -4% | -4%
O=C(NC1CCCC1)c1nc2c(nnn2Cc2cccc(Cl)c2)c(=O)[nH]1 | 11 | -9% | -6% | i | 2% | 8 | 17% | 3% | -1%
COc1ccc(-c2cc(-c3ccc(OC)cc3)[nH]n2)cc1 | 12 | 3% | 2% | i | 40% | 3 | 11% | -3% | 13%
O=C(CCC1CCCCC1)Nc1ccccc1O | 7 | -1% | -1% | i | 9% | 11 | 16% | 14% | 0%
COc1ccc(Cl)cc1NC(=O)CN(C)C(C)C(=O)NCC1CCCCC1 (stereo not given) | 0 | -9% | 1% | i | 6% | 16 | 12% | -9% | -5%
O=C(NCCCN1CCCCCC1)C1CC(=O)N(CCc2ccccc2)C1 (stereo not given) | 9 | 11% | 0% | i | 3% | 7 | . | -9% | 6%
COc1ccc(C(=O)Nc2ccc(S(=O)(=O)Nc3onc(C)c3C)cc2)cc1OC | 6 | 8% | -35% | i | 12% | 9 | 6% | -23% | -6%
COc1ccc(C(O)c2nc3ccccc3s2)cc1 (stereo not given) | 10 | 1% | 6% | i | 9% | 12 | 5% | 2% | -2%
COc1ccc(-c2oc3ncnc(NCCCN4CCOCC4)c3c2-c2ccc(OC)cc2)cc1 | 16 | 5% | 107%* | . | 13% | 17 | . | 67%* | 35%
C=CCSc1nc2sc(C)c(C)c2c(=O)[nH]1 | 1 | 0% | 7% | i | 20% | 5 | . | 3% | 6% | Spn PMK inh pilot replicates=4.5;Spn MK inh pilot replicates=2.0;DPM-DC inhibit pilot screen %=0.0
O=C(Cc1cccs1)Nc1ccc(Cl)cc1 | 4 | 3% | 2% | i | 4% | 2 | -6% | -4% | 9%
O=C(CSc1nnc(-c2ccncc2)n1C1CCCCC1)Nc1cccc(O)c1 | 10 | 4% | 11% | i | 10% | 10 | 14% | 5% | -7%
CCCCC(=O)Nc1cccc(-c2nnc(-c3ccccc3)o2)c1 | 10 | 0% | 24% | i | 4% | 14 | -4% | 11% | 6%
CCC(Sc1ccc2nnc(-c3cccnc3)n2n1)C(=O)O (stereo not given) | 0 | -7% | -2% | i | 8% | 0 | 3% | 1% | -6%
Cc1ccccc1-c1nc(CN2CCC(C(=O)N3CCC(C(N)=O)CC3)CC2)c(C)o1 | 7 | 3% | -4% | i | 11% | 9 | 6% | -1% | -6% | Spn PMK inh pilot replicates=3.0;Spn MK inh pilot replicates=1.0;DPM-DC inhibit pilot screen %=0.5
CCOC(=O)CSc1nnc2c(n1)C1(C)CCC2C1(C)C (stereo not given) | 17 | 2% | 8% | i | 4% | 7 | 8% | 4% | 5%

Compound activity (PubChem BioAssay)
